Assay outcomes (PubChem)
OXTR agonist: activates the human oxytocin receptor. P30559. CHO-OTR cells, Fluo-8 calcium fluorescence; normalized: DMSO 0%, oxytocin 100%. activation, % at 3 µM. hit rate 0.32% among 320,000. AID 2435;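 active = activation above the mean of all tested compounds plus 3 SD, cutoff set per screening run, cut at about 20% in these data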;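 also: peak over basal fluorescence ratio from a 100 s FLIPR kinetic read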
Target sequence (P30559 whole entry, looked up): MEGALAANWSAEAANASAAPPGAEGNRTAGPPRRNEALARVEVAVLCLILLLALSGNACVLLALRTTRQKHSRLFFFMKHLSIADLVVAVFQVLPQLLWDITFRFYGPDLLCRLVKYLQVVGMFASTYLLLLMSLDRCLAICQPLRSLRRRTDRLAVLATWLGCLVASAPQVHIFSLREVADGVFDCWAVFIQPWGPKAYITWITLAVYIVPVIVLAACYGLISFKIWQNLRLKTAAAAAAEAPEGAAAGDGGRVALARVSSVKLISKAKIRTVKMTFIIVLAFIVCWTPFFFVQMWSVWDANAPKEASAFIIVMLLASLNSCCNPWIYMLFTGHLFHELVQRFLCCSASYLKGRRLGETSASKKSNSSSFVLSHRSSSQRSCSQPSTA
PHOSPHO1 inh: inhibitors of human PHOSPHO1 phosphatase; Q8TCT1; recombinant PHOSPHO1, absorbance phosphatase assay; inhibition, % at 13.3 µM; hit rate 1.1% among 290,000; in the data active = inhibition above about 60%
MEKK3 PB1 HTS: modulators (inhibitors or enhancers) of MEK5 binding to human MEKK3 PB1 domain; Q99759; bead-based flow cytometry, Alexa488-MEK5 binding to MEKK3; actives lie on both sides; 0 = blocked by unlabeled MEK5, 100 = vehicle; hit rate 1.4% among 290,000; binding response (% of control), % at 10 µM;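 active = binding response more than 3 SD above or below the average of its plate-row segment, actives on both sides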;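 also: Alexa488 bead fluorescence after subtracting the streptavidin-only scavenger bead signal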
GPR7 antag: antagonists of human GPR7 (neuropeptides B/W receptor 1); P48145; GPR7-expressing cells, fluorescence antagonist assay; inhibition, % at 4.4 µM; hit rate 1.1% among 290,000; AID 1861; in the data active = inhibition above about 16%, passing the limit was not always enough;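 also: cells stimulated with the agonist NPW; 0% = agonist with vehicle and 100% = vehicle without agonist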
MEKK2mut PB1 HTS: signal of MEK5 binding to mutant human MEKK2 PB1 domain; AID 1530; bead flow cytometry, Alexa488-MEK5 binding to MEKK2 mutant; hit rate 0.35% among 290,000; percent response, % at 10 µM; in the data active = percent response above about 24%, passing the limit was not always enough; also: inactives centre near 1; some results filed as inactive read as strong as hits; reference of the scale not given here
NALP1 inh: NALP1 inhibition | S. cerevisiae NALP1/ASC/caspase-1 growth, X-gal OD620, 72 h | inhibition, % at 10 µM | hit rate 0.61% among 280,000 | AID 2071; in the data active = inhibition mostly above about 24%, no sharp cut-off; inactive = mostly below about 32%; also: some compounds called inactive have numbers as strong as hits
MEKK2wt PB1 HTS: raises or lowers MEK5 binding to wildtype human MEKK2 PB1 domain; Q9Y2U5; bead flow cytometry, Alexa488-MEK5 binding to MEKK2 WT; actives lie on both sides; binding response (% of control), % at 10 µM; hit rate 1.1% among 290,000; AID 1531; in the data active = binding response below about 67% or above about 130%
GalR3 antagonist: antagonists of human GalR3 | HEK293 GalR3-CNG cAMP membrane potential fluorescence; galR3 body fused to GalR1 C-terminus | inhibition, % at 3 µM | hit rate 0.44% among 360,000 | AID 651719;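 active = inhibition above the screen-wide average plus 3 SD, cut at about 13% in these data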;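 also: forskolin and galanin both at EC90 stimulate the cells; cAMP rise reported by CNG channel membrane potential dye signal; 0% = forskolin plus galanin with DMSO and 100% = forskolin alone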
V1R ag counter: counter-screen for oxytocin receptor agonists: human V1a receptor agonists; P37288; CHO-V1R cells, Fluo-8 calcium fluorescence, agonist mode; 0% DMSO, 100% 3 nM vasopressin; activation, % at 3 µM; hit rate 0.25% among 320,000;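 active = activation above the mean activation of all tested compounds plus 3 SD, per screening run, cut at about 20% in these data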;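 also: signal is peak over basal fluorescence ratio across a 100 second FLIPR read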
Target sequence (P37288 whole entry, looked up): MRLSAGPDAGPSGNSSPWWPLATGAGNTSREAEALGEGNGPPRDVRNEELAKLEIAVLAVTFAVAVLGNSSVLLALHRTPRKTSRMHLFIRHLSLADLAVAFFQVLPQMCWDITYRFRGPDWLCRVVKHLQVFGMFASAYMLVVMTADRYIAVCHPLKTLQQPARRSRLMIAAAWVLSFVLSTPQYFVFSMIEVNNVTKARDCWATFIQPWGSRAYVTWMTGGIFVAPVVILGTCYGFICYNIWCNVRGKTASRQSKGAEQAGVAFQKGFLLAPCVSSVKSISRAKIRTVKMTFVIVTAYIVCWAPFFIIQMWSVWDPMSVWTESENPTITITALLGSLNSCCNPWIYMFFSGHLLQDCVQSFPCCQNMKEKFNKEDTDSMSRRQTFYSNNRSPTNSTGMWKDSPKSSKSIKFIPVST
* = called active by the depositor; / = no result given.

SMILES	OXTR agonist	PHOSPHO1 inh	MEKK3 PB1 HTS	GPR7 antag	MEKK2mut PB1 HTS	NALP1 inh	MEKK2wt PB1 HTS	GalR3 antagonist	V1R ag counter
Cc1cccc(NC(=O)c2c([N+](=O)[O-])c(C(C)(C)C)nn2C)c1	-1.0	0	94	-2	-5	-1	95	1	5.0
CC(=O)c1c(N2CCOCC2)nc(=S)n(-c2cc(C)ccc2C)c1C	-1.5	20	102	2	6	3	104	-10	-0.1
CCOC(=O)CNC(=O)c1ccc(Cl)s1	1.8	6	102	-15	0	2	104	-4	-0.5
COc1ccc(Nc2nc(C)nc3sc4c(c23)CCC4)cc1O	-3.0	16	98	-7	-1	-7	100	-2	-1.1
CCCCN(Cc1ccco1)C(=O)C1CCCN(c2ncnc3c2nc2n3CCCCC2)C1 (configuration not stated)	5.2	34	97	-12	3	-8	97	-10	-1.6
COc1ccc(N(Cc2ccccc2)C(=O)c2ccccc2[N+](=O)[O-])cc1	-1.5	-38	99	1	3	-2	97	/	-0.1
c1ccc(-c2[nH]ncc2-c2nc3ccccc3[nH]2)cc1	1.0	-7	100	-3	3	19	99	-4	1.4
Cc1[nH]c2ccc(C(=O)N3CCN(C)CC3)cc2c1C	0.6	34	99	-5	2	17	100	-11	7.8
CCCNC(=O)Nc1ccc2c(c1)nc(C)n2C	0.9	-1	107	0	6	12	110	-3	0.6
O=C(Nc1c2c(nc3ccccc13)CCCC2)c1cccc([N+](=O)[O-])c1	-1.6	1	105	-6	3	17	103	-1	-0.7
C=CCNC(=O)c1cc(-c2cccnc2)nc2ccccc12	-0.7	13	102	0	5	12	110	-6	1.4
CC(=O)Nc1ccc(S(=O)(=O)NCc2nc(-c3ccccc3)no2)cc1	0.1	39	103	-6	6	10	104	-5	-0.1
Cn1nccc1NC(=O)c1nccnc1C(=O)O	0.1	7	85	3	-12	6	91	-3	0.5
CC(NC(=O)CN1CCN(c2cccc(Cl)c2)CC1)c1ccccc1 (configuration not stated)	-0.9	8	102	-2	-1	18	108	-10	0.7
CCOC(=O)c1c(NC(=O)CSc2nnc(C)s2)sc2c1CCN(C)C2	1.2	-10	97	0	3	15	100	-1	0.5
CCc1ccccc1N1CCN(S(=O)(=O)c2ccc(F)c(C)c2)CC1	-2.0	-29	103	3	-2	-9	99	-2	-1.9
COc1ccccc1CNC(=O)[C@@H]1CCCN1S(=O)(=O)c1ccc(C)cc1	-0.1	4	104	-6	3	-11	104	-8	0.8
Cc1cc(C)nc(/N=C(\N)Nc2ccccc2-c2ccccc2)n1	2.6	26	92	-3	-4	15	97	-11	2.8
O=c1c(-c2ccco2)[n+]([O-])c2ccccc2n1OCc1ccccc1[N+](=O)[O-]	0.2	-61	106	-2	0	8	98	4	0.8
CCN1CCN(CCCNC(=O)C2CCCN(c3nc4c(C)cc(C)cc4s3)C2)CC1 (configuration not stated)	-1.2	10	107	4	14	17	122	/	-0.6

Some of these compounds in order of length of the SMILES, rising.
SMILES	OXTR agonist	PHOSPHO1 inh	MEKK3 PB1 HTS	GPR7 antag	MEKK2mut PB1 HTS	NALP1 inh	MEKK2wt PB1 HTS	GalR3 antagonist	V1R ag counter
Cn1nccc1NC(=O)c1nccnc1C(=O)O	0.1	7	85	3	-12	6	91	-3	0.5
CCCNC(=O)Nc1ccc2c(c1)nc(C)n2C	0.9	-1	107	0	6	12	110	-3	0.6
C=CCNC(=O)c1cc(-c2cccnc2)nc2ccccc12	-0.7	13	102	0	5	12	110	-6	1.4
Cc1[nH]c2ccc(C(=O)N3CCN(C)CC3)cc2c1C	0.6	34	99	-5	2	17	100	-11	7.8
c1ccc(-c2[nH]ncc2-c2nc3ccccc3[nH]2)cc1	1.0	-7	100	-3	3	19	99	-4	1.4
Cc1cc(C)nc(/N=C(\N)Nc2ccccc2-c2ccccc2)n1	2.6	26	92	-3	-4	15	97	-11	2.8
CC(NC(=O)CN1CCN(c2cccc(Cl)c2)CC1)c1ccccc1 (configuration not stated)	-0.9	8	102	-2	-1	18	108	-10	0.7
CCc1ccccc1N1CCN(S(=O)(=O)c2ccc(F)c(C)c2)CC1	-2.0	-29	103	3	-2	-9	99	-2	-1.9
CCOC(=O)c1c(NC(=O)CSc2nnc(C)s2)sc2c1CCN(C)C2	1.2	-10	97	0	3	15	100	-1	0.5
CC(=O)Nc1ccc(S(=O)(=O)NCc2nc(-c3ccccc3)no2)cc1	0.1	39	103	-6	6	10	104	-5	-0.1
COc1ccccc1CNC(=O)[C@@H]1CCCN1S(=O)(=O)c1ccc(C)cc1	-0.1	4	104	-6	3	-11	104	-8	0.8
CCN1CCN(CCCNC(=O)C2CCCN(c3nc4c(C)cc(C)cc4s3)C2)CC1 (configuration not stated)	-1.2	10	107	4	14	17	122	/	-0.6
O=c1c(-c2ccco2)[n+]([O-])c2ccccc2n1OCc1ccccc1[N+](=O)[O-]	0.2	-61	106	-2	0	8	98	4	0.8

Later entries
SMILES	OXTR agonist	PHOSPHO1 inh	MEKK3 PB1 HTS	GPR7 antag	MEKK2mut PB1 HTS	NALP1 inh	MEKK2wt PB1 HTS	GalR3 antagonist	V1R ag counter
O=C(Nc1ccccc1)Nc1nccs1	0.8	42	64	16	-17	7	72	-3	5.9
COc1ccc(CC(=O)NCCc2cnc[nH]2)cc1	-0.5	-8	102	5	3	16	105	-12	19
Cc1cc(N2CCCC2=O)cc(C)c1S(=O)(=O)Nc1c(C)nn(C)c1C	0.4	42	101	-4	2	-4	95	-3	0.3
Cc1cc(Nc2ccc(Br)c(C)c2)n2nc(C)nc2n1	-2.1	-6	99	-3	4	19	99	1	-0.9
Cn1c(=O)c2c(SCc3cccc(C(F)(F)F)c3)nc(-c3ccco3)nc2n(C)c1=O	-0.3	21	111	-13	8	-16	110	-3	0.2
COc1ccc(CCn2c(-c3ccc(Cl)cc3)n[nH]c2=S)cc1OC	-0.1	-63	95	-4	-8	33*	92	-2	-0.2
CC12CCC(=O)N1C(C(=O)Nc1nc3ccc(S(C)(=O)=O)cc3s1)CS2 (configuration not stated)	1.4	29	100	-13	6	4	106	0	0.7
C=CCn1c(SCC(=O)N(C)C2CCS(=O)(=O)C2)nnc1-c1ccncc1 (configuration not stated)	-0.3	10	/	-3	/	12	/	-2	-0.2
O=c1[nH]c(CSc2nc3ccccc3[nH]2)nc2c1cnn2-c1ccccc1	13	-7	93	-5	-1	-2	95	2	10
CCc1c(C)nc2ncnn2c1N1CCC(C(=O)Nc2cccc(C(C)=O)c2)CC1	-0.8	15	96	4	0	-11	96	-6	-0.2
C=CCSc1nsc(N)n1	1.6	42	102	-2	2	2	104	-4	0.8
Cc1cccc(C(=O)NCCN2CCOCC2)c1[N+](=O)[O-]	-0.6	-1	96	-11	-2	1	94	1	1.3
O=C(CSc1nnc(NC(=O)Cc2ccc(F)cc2)s1)NCc1ccco1	13	20	102	-2	-1	11	96	2	1.3
CC1CCN(S(=O)(=O)c2ccc(C(=O)Nc3nnc(C4CC4)o3)cc2)CC1	-0.8	28	102	-15	10	-12	107	-1	0.1
O=C1CCC(=O)N1OCCCOc1ccc(Br)cc1Cl	/	-4	101	3	-2	10	99	-1	/
CCc1nc2c(c(=O)[nH]1)C1(CCCC1)Cc1ccccc1-2	-0.5	50	99	-6	3	19	100	-4	0.4
CCNC(=O)C(C)NC(=O)C1=NN(c2ccccc2)C(=O)CC1 (configuration not stated)	1.9	32	100	-3	-4	29	95	-8	1.7
Cc1ccccc1NC(=S)NNC(=O)c1cccnc1	-1.2	28	96	-13	0	14	98	-12	0.1
Cc1c(Cl)cccc1NC(=O)CSC(C)c1nc2ccccc2c(=O)[nH]1 (configuration not stated)	-1.1	48	102	-14	0	4	99	-1	0.4
CCC(C)NC(=O)CCS(=O)(=O)c1ccc(Br)s1 (configuration not stated)	-0.3	9	/	-7	/	8	/	-5	0.0
O=C(NCc1ccco1)C1CCCN1C(=O)Nc1ccccc1Cl (configuration not stated)	0.1	37	103	-11	3	20	104	-8	-0.7
CCOC(=O)c1ccc(NC(=O)Nc2cc(C)cc(C)n2)cc1	0.7	-45	93	-3	-6	13	98	-4	-0.3
COc1ccc(Nc2nc(CC(C)=O)ns2)cc1	-1.1	2	97	-6	5	13	102	-2	-0.8
O=c1c2ccccc2oc2nc(-c3ccco3)n(-c3ccccc3)c(=O)c12	2.6	-1	100	-1	8	22	102	2	0.2
CC(C)c1nc(N2CCOCC2)c(C#N)c2c1COC(C)(C)C2	-2.6	3	104	-7	5	-5	104	-3	-0.3
O=C(Nc1ccc(F)c(Cl)c1)Nc1cnccn1	0.1	19	95	-3	-6	-4	94	-4	0.7
Cc1ccc(C(=O)Nc2ccc(Oc3ccc(C(=O)O)c(C(=O)O)c3)cc2)cc1C	0.0	8	102	-11	7	27	102	2	0.9
O=C(c1ccsc1)N1CCCC(Nc2cccc(F)c2)C1 (configuration not stated)	-1.2	24	100	-8	4	4	104	0	0.4
COC(=O)c1ccc(NC(=O)Cn2c([N+](=O)[O-])cnc2C)cc1	0.2	-11	100	20	3	9	98	-10	-0.2
COc1ccc([N+](=O)[O-])cc1NC(=O)C1C2C=CC(C2)C1C(=O)O (configuration not stated)	1.8	19	103	5	-2	28	103	0	-0.1
Cc1cc(=O)oc2cc3c(cc12)OCCN3	-1.5	-1	100	-7	2	-4	99	0	-0.4
Cc1nn(-c2ccc(F)cc2)c(C)c1CN1CCN(CCC(C)C)C(CCO)C1 (configuration not stated)	-0.3	23	99	-1	-1	13	100	-5	-0.5
CC(C)CCn1c(S(=O)(=O)O)nc2ccccc21	-0.4	37	98	-8	3	-13	102	-4	0.3
COc1cc(/C=C2\CCc3ccccc3C2=O)cc(OC)c1OC	-2.6	3	105	-7	3	36	106	-8	0.8
O=C1c2ccccc2C(O)(Cc2ccccc2)N1C1CCCCC1 (configuration not stated)	-2.1	-6	104	1	2	/	100	-4	-1.2
O=C(O)CCCn1nc(C(F)(F)F)c2c1CCCCC2	1.3	-7	98	1	4	13	100	0	0.5
CCOc1ccc(NC(=O)C2CSC(c3ccncc3)=N2)cc1 (configuration not stated)	-1.3	-9	94	-1	10	30	95	/	0.4
CCCCNc1nc2sc3c(c2c(=O)n1-c1cccc(Cl)c1)CCN(C)C3	-0.5	20	97	-9	-11	0	99	0	-2.1
Cc1ccc(/C=N/NC(=O)c2c(C)nc3ccc(Br)cn23)cc1	0.6	34	102	7	6	-13	105	-12	0.6
Nc1c(-c2ccccc2)nc(Cl)nc1-c1ccccc1	-2.2	18	101	-8	2	34*	100	-5	-1.2
O=C(COc1ccc(C(=S)N2CCOCC2)cc1)N1CCOCC1	1.6	29	102	-8	6	-57	103	-1	0.6
O=C(OCC(=O)c1ccc[nH]1)c1ccc2ccccc2n1	0.1	-47	104	1	-6	-7	98	-5	-1.0
O=C(Nc1nccs1)C1CCCN(S(=O)(=O)c2cccc3cccnc23)C1 (configuration not stated)	-0.8	7	103	-16	2	13	101	1	2.1
